GAA inh: qHTS Assay for Inhibitors of Human alpha-Glucosidase as a Potential Chaperone Treatment of Pompe Disease; purified human GAA, 4-MU-alpha-glucoside fluorescence; Potency, µM (series often up to 76.9 µM), for the others: at the highest dose activity change, negative = inhibition, most hits filed as inhibitors; hit rate 0.005% among 200,000; AID 1466, 2008;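 note: plate controls were uninhibited enzyme wells for no effect and no-enzyme background for full effect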
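Activity normalized between no-enzyme (basal) and enzyme-only wells. Conditions: 4 nM human enzyme, 400 uM fluorogenic substrate, citrate/phosphate pH 5.0 with Tween-20, 20 min room temperature, compounds up to 77 uM.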
Tau ThT inhib: qHTS for Inhibitors of Tau Fibril Formation, Thioflavin T Binding. hit rate 2.1% among 270,000. recombinant tau K18 P301L, heparin-induced fibrillization, ThT fluorescence. Potency, µM (titrated, usually from 57.4 µM), inactives show at the highest dose activity, negative = inhibition, actives largely listed as inhibitors. AID 1460, 2008; note: % is set by controls: 0 for no effect and ±100 for the full control effect; nearly all actives have a fitted effect of over 55% in size
Target sequence (P10636 561-689 P618L limits assumed): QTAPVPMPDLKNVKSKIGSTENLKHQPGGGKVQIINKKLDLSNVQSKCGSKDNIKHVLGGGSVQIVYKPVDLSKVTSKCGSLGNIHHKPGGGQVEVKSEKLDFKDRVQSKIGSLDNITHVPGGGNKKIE
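Tau K18 P301L fragment (15 uM unlabeled plus 0.24 uM Alexa 594-labeled) in 100 mM sodium acetate pH 7 with compound, fibrillization induced by 20 uM heparin for 6 hr at 37 C. Thioflavin T (30 uM) added, fluorescence read after 1 hr (ex 450, em 510 nm).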
HTT cytoprotect: qHTS Multiplex Assay to Identify Dual Action Probes in a Cell Model of Huntington: Cytoprotection (ATP); hit rate 0.14% among 230,000; PC12 HTT-Q103 induced, cytoprotection, ATP luminescence, 40 h; Potency, µM (series often up to 56.4 µM), for inactives: cytoprotection (ATP increase), actives largely listed as activators;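 note: % of control where 0% means no effect; nearly all actives have a fitted effect of over 45% in size; toxic huntingtin expression switched on by the ecdysone agonist tebufenozide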
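Compounds added alongside 100 nM tebufenozide, which induces toxic Q103 huntingtin exon 1-GFP in stable PC12 cells; surviving cells quantified by luminescent ATP measurement. Medium: phenol red-free DMEM, 5% equine and 5% calf serum.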
Tau fibril FP: qHTS for Inhibitors of Tau Fibril Formation, Fluorescence Polarization | K18 P301L tau heparin fibrillization, Alexa594 FP, 6 h | Potency, µM (series often up to 57.7 µM), for the others: top-dose activity, negative = inhibition, most hits filed as inhibitors | hit rate 0.39% among 280,000 | AID 1468, 2008; note: % is set by controls: 0 for no effect and ±100 for the full control effect; nearly all actives have a fitted effect of over 55% in size
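Human tau K18 […] P301L fragment, 15 uM unlabeled plus 0.24 uM Alexa 594-labeled tau (final), with compound and 20 uM heparin in 100 mM sodium acetate pH 7; 6 hr at 37 C, then Alexa 594 FP read.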
GLA spleen mod: qHTS Assay for Inhibitors and Activators of Human alpha-Galactosidase From Spleen Homogenate; human spleen homogenate, 4MU-alpha-Gal fluorescence, 40 min; Potency, µM (series often up to 80 µM), without a hit: at the top dose activity change, negative = inhibition, usual class: inhibitors; hit rate 0.008% among 240,000; AID 2107, 2009;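 note: 0% = enzyme with vehicle and -100% = no enzyme basal signal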
Target sequence (P06280 32-429 limits assumed): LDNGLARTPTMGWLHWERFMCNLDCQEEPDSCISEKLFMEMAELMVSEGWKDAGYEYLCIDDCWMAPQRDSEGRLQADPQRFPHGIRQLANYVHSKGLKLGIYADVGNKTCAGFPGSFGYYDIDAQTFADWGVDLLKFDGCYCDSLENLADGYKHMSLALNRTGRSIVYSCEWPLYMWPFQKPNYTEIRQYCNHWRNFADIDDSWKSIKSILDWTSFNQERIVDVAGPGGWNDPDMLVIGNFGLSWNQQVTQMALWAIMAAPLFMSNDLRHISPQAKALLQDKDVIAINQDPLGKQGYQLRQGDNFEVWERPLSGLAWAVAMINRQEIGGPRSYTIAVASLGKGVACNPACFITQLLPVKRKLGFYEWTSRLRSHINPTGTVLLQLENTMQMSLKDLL
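Spleen homogenate 1 ug + cpd (titration) + 4-MU-alpha-D-galactopyranoside 1 mM; 37C 40 min; 50 mM citrate/phosphate pH 5.0, 0.01% Tween-20; stop pH 10; fluorescence 365/440; AC50 via Hill.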
GAA glycogen: qHTS Assay for Inhibitors and Activators of Human alpha-Glucosidase Cleavage of Glycogen | hit rate 0.38% among 300,000 | recombinant GAA, glycogen substrate, Amplex Red glucose oxidase fluorescence | Potency, µM (series often up to 76.4 µM), inactives show at the top dose activity change, negative = inhibition, usual class: inhibitors | Lysosomal alpha-glucosidase (Homo sapiens), P10253;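 note: 0% = full enzyme reaction and -100% = no-enzyme basal signal; the screen sought inhibitors and activators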
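Recombinant human alpha-glucosidase (4 nM final) hydrolysed bovine liver glycogen (30 ug) for 40 min at 37 C in pH 5.0 citrate/phosphate with 0.01% Tween-20. Released glucose detected by glucose oxidase/Amplex Red, Ex 573/Em 610 nm. Compounds up to 77 uM; AC50 from Hill fits.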
Tau fluor counter: Counterscreen qHTS for Inhibitors of Tau Fibril Formation, Fluorescence Polarization; tau K18 P301L (four-repeat tau fragment) Alexa594 fluorescence, heparin fibrillization; hit rate 0.93% among 280,000; AID 1463, 2008; Potency, µM (titrated, usually from 57.7 µM), for inactives: top-dose activity change, negative = decrease; note: % is set by controls: 0 for no effect and ±100 for the full control effect; nearly all actives have a fitted effect of over 55% in size
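Human K18 P301L tau (15 uM unlabeled plus 0.24 uM Alexa 594-labeled, final) in 100 mM sodium acetate pH 7 was mixed with compound and 20 uM heparin and incubated 6 hr at 37 C.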
aGlu spleen mod: qHTS Assay for Inhibitors and Activators of Human alpha-Glucosidase From Spleen Homogenate. human spleen homogenate, 4-MU-alpha-glucoside fluorescence. hit rate 0.006% among 240,000. AID 2112, 2009. Potency, µM (highest dose often 79.9 µM), for inactives: at the top dose activity change, negative = inhibition, usual class: inhibitors;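 note: 0% = enzyme with vehicle and -100% = no enzyme basal signal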
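Human spleen homogenate (1 ug) incubated with compounds and 1 mM 4-methylumbelliferyl-alpha-D-glucopyranoside in pH 5.0 citrate/phosphate buffer, 37 C, 40 min. Stopped at pH 10; 4-MU fluorescence (Ex 365/Em 440 nm); AC50 by Hill fit.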
* = called active by the depositor; ? = inconclusive; / = not tested or not shown; & = joins results of further samples; [ ] = dose if it differs, or a comment. Calls come from the whole dose curve; as a rule, active = well fitted curve in the direction sought with a large enough effect; inconclusive = small, poorly fitted or top-dose-only effect, or another doubt; inactive = no such curve, though single readings can be large; an effect the other way counts as inactive or inconclusive. Potency is the fitted concentration of half-maximal effect.

SMILES | GAA inh | Tau ThT inhib | HTT cytoprotect | Tau fibril FP | GLA spleen mod | GAA glycogen | Tau fluor counter | aGlu spleen mod
C=CCNC(=O)NC(=S)c1ccccc1 | 2% | 5% | -23%[0.074 µM] | 18% | -1% | -1% | 9% | 0%
COC(=O)C1=NN(c2ccc(Cl)cc2)C2C(=O)N(c3ccccc3OC)C(=O)C12 (stereo not drawn) | -2% | 11% | -19%[10 µM] | -2% | 1% | -7% | -8% | 11%
CCOC(=O)c1ccc(NC(=O)c2cc(OC)c(OC)c(OC)c2Br)cc1 | -4% | -17% | -29%[10 µM] | 2% | 3% | 0% | -10% | -2%
CC1(C)C(=O)Nc2ccccc2N1C(=O)CN1C(=O)NC(CCc2ccccc2)C1=O (stereo not drawn) | 0% | -2% | -41%[inhibitor] | 2% | -1% | 6% | -12% | -2%
Oc1ccc(C2C=C(c3ccc(F)cc3)Nc3ncnn32)cc1 (stereo not drawn) | -3% | 0% | 10%[10 µM] | -4% | -22% | 0% | -7% | 7%
CN(C(=O)c1ccno1)c1nnc(-c2cnccn2)s1 | 1% | 0% | 15%[10 µM] | 2% | 0% | -4% | 9% | 1%
O=C(Nc1cccc(S(=O)(=O)N2CCCCCC2)c1)c1ccc2ccccc2n1 | 6% | -6% | -5%[10 µM] | -20% | 6% | -12% | ? | 0%
COc1ccc(C(=O)c2ccc(OC)c(OC)c2)cc1 | ? | -11% | -9% | -2% | -1% | -11% | -18% | 2%
Cc1[nH]c2c(ccc3ccccc32)c1C1C(CCN)C1(C)C (stereo not drawn) | -14% | ? | -86%[inhibitor] | ? | 14% | -3% | 16µM*[quencher] | -3%
O=C(Nc1cc2c(cc1C(=O)c1ccc(Br)cc1)OCCO2)c1ccc(Cl)cc1 | / | 1% | / | -8% | / | 14%[76.3 µM] | -1% | /
CC(=O)N1CCC2(CC1)CC(=O)c1cc(OCC(=O)N3CCOCC3)ccc1O2 | ? | -9% | -8% | 2% | ? | 2% | -7% | 23%
CC(=O)Oc1ccc(C(=O)Nc2nnc(C)s2)cc1 | 1% | -13% | -22%[10 µM] | -4% | 0% | 3% | 0% | -1%
Cc1ccc(N(C(=O)c2cc3ccccc3oc2=O)C2C=CS(=O)(=O)C2)cc1 (stereo not drawn) | -4% | 5% | 4%[10 µM] | -3% | -1% | 10% | -4% | -16%
Cc1ccc(C(=O)c2oc3ccccc3c2NC(=O)c2cc(-c3ccccc3)on2)cc1F | / | 5% | / | -6% | / | 4%[76.3 µM] | 0% | /
Cc1ccc2sc(NNC(=O)C3COc4ccccc4O3)nc2c1C (stereo not drawn) | 5% | ? | / | 1% | 7% | 2% | -26% | 5%
COc1ccnc(Oc2ccc(F)cc2)c1C#N | / | 1% | 3%[10 µM] | -8% | 12% | -6% | -2% | -1%
Brc1ccc(-c2cn3ccccc3n2)s1 | -2% | -23% | -67%[inhibitor] | -3% | -13% | -13% | -15% | -5%
COc1cccc(-n2nnc3c(=O)n(CC(=O)OCc4ccccc4)cnc32)c1 | ? | 9% | -4%[0.074 µM] | 0% | 16% | 5% | 7% | 1%
CC(=O)Nc1ccc(/C=N/NC(=O)c2cc(-c3ccco3)nc3ccccc23)cc1 | -1%[15.4 µM] | -26% | 23%[10 µM] | 0% | 5% | -2% | -22% | 3%
COC(=O)c1cc(NC(=O)c2c(Cl)cnn2C)cc(C(=O)OC)c1 | -6% | 0% | 10%[0.074 µM] | -10% | -4% | 4% | 2% | -2%
Cc1sc2nc(SCC(=O)NCc3ccco3)n(-c3ccccc3)c(=O)c2c1C | 4% | 6% | -31% | 0% | 2% | 9% | -1% | 2%
Cc1ccc(-c2noc(CCC(=O)Nc3ccccc3N3CCN(C)CC3)n2)cc1 | -7% | -8% | 0% | -5% | 2% | -1% | -7% | -1%
O=C(NC(=S)Nc1nc2c(s1)CCCC2)c1ccc(C(=O)c2ccccc2)cc1 | 1% | -4% | / | 12% | 3% | 0% | -2% | -4%
COC(=O)c1ccc(C(NC(=O)OCc2ccccc2)/C(F)=C/[C@@H](C)C(=O)NCCc2c[nH]c3ccc(OC)cc23)cc1 (stereo partly drawn) | / | -15% | 1% | ? | 1% | / | ? | -12%
COc1ccc(C(=O)NNC(=O)c2cnccn2)cc1[N+](=O)[O-] | -4% | -16% | -10% | -9% | 4% | 11% | -11% | 1%
C=CCC(C)(O)c1cccc(C(F)(F)F)c1 (stereo not drawn) | / | -6% | -7% | 1% | -9% | / | -6% | -1%
CC1(C)Cc2c(sc3c2c(=N)n(Cc2ccco2)c(=O)n3Cc2ccc(Cl)cc2)CO1 | -6% | -15% | -24% | -2% | -2% | -9% | -7% | 6%
COc1ccc(Br)cc1/C=N/NC(=O)c1cc(OC)c(OC)c(OC)c1 | 2% | -16% | / | -12% | -22% | 9% | ? | -7%
COc1cccc(CNC(=O)C2CCCN(S(C)(=O)=O)C2)c1 (stereo not drawn) | 2% | 6% | 29% | 5% | -2% | 6% | 5% | -1%
COC(=O)c1cccc(NC(=O)c2ccc(OC)c(Cl)c2)c1 | 0% | ? | -116% | ? | 2% | -6% | -29% | -10%

Reformatted field by field: part of the list above
COc1ccc(C(=O)NNC(=O)c2cnccn2)cc1[N+](=O)[O-]
  GAA inh: -4%
  Tau ThT inhib: -16%
  HTT cytoprotect: -10%
  Tau fibril FP: -9%
  GLA spleen mod: 4%
  GAA glycogen: 11%
  Tau fluor counter: -11%
  aGlu spleen mod: 1%
COC(=O)c1cccc(NC(=O)c2ccc(OC)c(Cl)c2)c1
  GAA inh: 0%
  Tau ThT inhib: ?
  HTT cytoprotect: -116%
  Tau fibril FP: ?
  GLA spleen mod: 2%
  GAA glycogen: -6%
  Tau fluor counter: -29%
  aGlu spleen mod: -10%

The list continues.
SMILES | GAA inh | Tau ThT inhib | HTT cytoprotect | Tau fibril FP | GLA spleen mod | GAA glycogen | Tau fluor counter | aGlu spleen mod
CCCCNC(C(=O)Nc1ccc(Cl)c([N+](=O)[O-])c1)c1ccccc1 (stereo not drawn) | -6% | -12% | 4%[1.9 µM] | 0% | -3% | 8% | ? | -18%
Oc1cccc(C(=S)N2CCCCC2)c1 | 9% | ? | 34%[10 µM] | ? | -5% | 11% | -4% | 3%
CCOc1ccccc1NC(=O)C1CCCCN1S(=O)(=O)c1ccc(F)cc1 (stereo not drawn) | -5% | -22% | -10% | -4% | 2% | -7% | -24% | -10%
COc1ccccc1-c1nc2cc3ccccc3cc2nc1-c1ccccc1OC | -5% | -2% | 13%[10 µM] | 9% | -3% | -8% | -20% | -6%
COc1ccc(S(=O)(=O)NCc2cccs2)cc1 | 2% | 6% | ? | 5% | -5% | -1% | 1% | -3%
CC(C)(C)c1csc(CS(=O)(=O)c2ccccn2)n1 | / | / | 3%[10 µM] | -4% | -1% | -5% | 14% | 3%
OCC(CO)(CO)n1cnnn1 | -3% | -9% | 12% | 2% | 6% | 3% | -6% | -13%
O=C(Nc1ccc(OC(F)(F)F)cc1)C1CCCN(S(=O)(=O)c2ccc(Br)s2)C1 (stereo not drawn) | / | -3% | / | ? | / | 13%[76.3 µM] | -24% | /
O=C1NCCN/C1=C\C(=O)c1ccc(Cl)cc1 | -15% | -13% | 9%[10 µM] | ? | -6% | 0% | -11% | -2%
O=C(Nc1ccc2c(c1)OCO2)C1CC(=O)N(CCc2ccccc2)C1 (stereo not drawn) | -2% | -2% | -59%[inhibitor] | 0% | 5% | -5% | -4% | 4%
COc1ccc(NC(=O)c2ccco2)cc1NC(=O)c1cc2ccccc2o1 | 12% | ? | -12% | -6% | 9% | -21% | -16% | 6%
COC(=O)CC(NC(=O)c1ccc(C)cc1)c1ccc2c(c1)OCO2 (stereo not drawn) | -4% | -6% | -4% | 0% | 1% | 2% | -6% | 4%
O=C(NC1CCCCC1)c1ccc(CN2CCOCC2)cc1 | 2% | -2% | -14% | -11% | -7% | 0% | -6% | -4%
CCCc1ccc(S(=O)(=O)N2CCC(c3nnnn3-c3ccc(OC)cc3)CC2)cc1 | / | -6% | / | -13% | / | 10%[76.3 µM] | -17% | /
CCSc1nc(C(F)(F)F)cc(=O)n1-c1ccccc1 | 1% | 6% | -30% | 6% | 2% | 10% | 3% | -7%
O=C(Oc1ccccc1Cl)c1cc(-c2ccc3c(c2)OCCO3)on1 | / | ? | / | 3% | / | 10%[76.3 µM] | -6% | /
COS(C)(=O)=O | / | 2% | 11% | -1% | 1%&-4% | / | -2% | -6%&4%
Cc1ccc2c(c1)NC(=O)CC(c1ccccc1)=N2 | -7% | -1% | 27%[1.9 µM] | 3% | 5% | 1% | 1% | 1%
CC1(C)Cc2ccccc2C(=NCCCC(=O)O)N1 | -2% | 3% | 0% | -1% | -5% | 1% | 4% | -7%
Cc1ccc(-c2ccc(SCC(=O)Nc3nonc3C)nn2)cc1 | -13% | ? | 3%[1.9 µM] | -11% | 8% | -8% | -13% | -19%
CCCc1nc2c(c(=O)c3ccccc3n2C)c(=O)n1-c1ccc(F)cc1 | -7% | -13% | 13%[10 µM] | 3% | -4% | 10% | 3% | -1%

Structures shown so far that contain a nitro group on carbon, in the order listed:
SMILES | GAA inh | Tau ThT inhib | HTT cytoprotect | Tau fibril FP | GLA spleen mod | GAA glycogen | Tau fluor counter | aGlu spleen mod
COc1ccc(C(=O)NNC(=O)c2cnccn2)cc1[N+](=O)[O-] | -4% | -16% | -10% | -9% | 4% | 11% | -11% | 1%
CCCCNC(C(=O)Nc1ccc(Cl)c([N+](=O)[O-])c1)c1ccccc1 (stereo not drawn) | -6% | -12% | 4%[1.9 µM] | 0% | -3% | 8% | ? | -18%

Source: PubChem BioAssay (National Center for Advancing Translational Sciences (NCATS))
